# Source: PubChem BioAssay
# Scp-1 inhibitor – blocks human Scp-1 phosphatase activity. Q9GZU7. Recombinant Scp1, phosphopeptide, malachite green phosphate absorbance. actives 0.88% (n = 340,000). inhibition, % at 20 µM. AID 493091;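 active = inhibition above about 50% at 20 µM, limit read from the data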;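 also: plate controls were DMSO wells with enzyme for no effect and wells lacking enzyme for full effect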
#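 Test system: SCP-1 catalytic domain; Buffer or medium: Acidic Tris acetate buffer with magnesium and detergent; Also added: Phosphorylated 17-residue peptide substrate; Compound: single 20 µM dose, 1% DMSO; Schedule: enzyme reaction 45 min at room temperature, colour 5 min, stabilisation 30 min; Signal: Phosphate-binding colour reagent, absorbance read at 630 nm.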
# DNMT1 block – inhibitors of human DNMT1; DNMT1 molecular beacon, Hinp1I cleavage, fluorescence; inhibition (reported as % activation of signal), % at 10 µM; actives 0.83% (n = 360,000); in the data active = inhibition above about 50%
# LMPTP block – LMPTP (human) inhibition; P24666; recombinant LMPTP-A, OMFP fluorogenic substrate, fluorescence intensity; inhibition, % at 20 µM; actives 0.22% (n = 360,000);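 active = compounds that cut the enzyme signal by at least half of the control window in the single-dose screen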;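 also: plate controls were DMSO wells with enzyme plus substrate for no effect and substrate without enzyme for full effect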
#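 Test system: LMPTP-A phosphatase enzyme. Amount: LMPTP-A at 0.625 nM final in the reaction. Reagent: OMFP substrate, 400 µM final. Times: 50 min at room temperature. Signal: endpoint fluorescence intensity from OMFP dephosphorylation. Read-out basis: % inhibition. Benchmarks: no-enzyme and uninhibited controls.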
# TbMetRS inhib – blocks T. brucei methionyl-tRNA synthetase activity; purified T. brucei MetRS, ATP depletion, Kinase-Glo luminescence; inhibition, % at 11.9 µM; actives 0.4% (n = 360,000); AID 624268;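 active = inhibition above a per-plate cutoff of the control wells' mean inhibition plus 3 SD, cut at about 5.5% in these data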;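 also: 0% = DMSO wells median and 100% = median of wells with control inhibitor compound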
#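 Test system: purified T. brucei MetRS enzyme. Also added: ATP, methionine and E. coli bulk tRNA substrates. Compound: 11.9 µM single point. Schedule: 15 min enzyme-compound preincubation, 2 h reaction, 10 min detection, 25 °C. Signal: luciferase luminescence of residual ATP, Kinase-Glo. Evaluation: percent inhibition versus plate control medians. Controls: DMSO wells, low control.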
# CSN deneddyl inh – CSN deneddylation inhibition; Q92905; Purified CSN, SCF-Nedd8-OG deneddylation, fluorescence polarization; inhibition, % at 12.5 µM; actives 0.38% (n = 360,000); AID 651999;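 active = pattern-corrected inhibition above about 35%, with an unprinted fluorescence ratio check between 0.5 and 1.5, limit read from the data, passing the limit was not always enough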;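 also: 0% = enzyme with substrate and 100% = substrate without enzyme; some results filed as inactive read as strong as hits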
# Target sequence (Q92905 whole entry, looked up, one chain of several): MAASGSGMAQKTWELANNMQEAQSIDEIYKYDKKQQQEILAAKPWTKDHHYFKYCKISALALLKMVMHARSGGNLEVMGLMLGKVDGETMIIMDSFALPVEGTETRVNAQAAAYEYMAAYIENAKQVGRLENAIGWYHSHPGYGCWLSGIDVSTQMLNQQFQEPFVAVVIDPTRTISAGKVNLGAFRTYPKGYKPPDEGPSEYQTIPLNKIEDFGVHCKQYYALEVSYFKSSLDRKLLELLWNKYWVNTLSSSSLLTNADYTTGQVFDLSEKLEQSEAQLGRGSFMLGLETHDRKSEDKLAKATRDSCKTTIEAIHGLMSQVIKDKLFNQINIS
#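 Test system: Human Csn5 produced in HEK293T cells | Compound: 12.5 µM single point | Times: 90 min, room temperature | Signal: Fluorescence polarization readout | Read-out basis: % inhibition of substrate cleavage by Csn5 | Controls: no-enzyme wells high, enzyme-with-substrate wells low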
# Rpn11 block – blocks the human proteasome subunit Rpn11; O00487; human 26S proteasome, Ub4-pepOG fluorescence polarization; 20S core pre-blocked with epoxomicin; calls only at 20 µM; actives 0.59% (n = 360,000); AID 588493;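 active = inhibition at 20 µM, scaled to each plate's controls, above about 33%, limit read from the data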
# NadD inh – inhibitors of Staphylococcus aureus NadD; purified NadD enzyme, colorimetric absorbance read-out; inhibition, % at 20 µM; actives 0.78% (n = 360,000); in the data active = inhibition above about 26%; also: some compounds past the cut are filed as inactive
# SUMO1-SIM PPI – SUMO1-SIM interaction modulation. P63165. SUMO1 binding to a labelled peptide, TR-FRET, 1 h. inhibition, % at 20 µM. actives 0.33% (n = 360,000). AID 602429; in the data active = inhibition above about 37%
# Target sequence (P63165 whole entry, looked up): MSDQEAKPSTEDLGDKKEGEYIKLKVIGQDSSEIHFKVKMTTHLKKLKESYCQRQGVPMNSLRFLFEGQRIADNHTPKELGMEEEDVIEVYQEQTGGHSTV
# MsrA inh – inhibitors of bovine MsrA. AID 651718. inhibition, % at 15.5 µM. purified bovine MsrA, absorbance read-out. actives 0.75% (n = 360,000); in the data active = inhibition above about 4.5%;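 also: 0% = vehicle wells with enzyme and 100% = reference inhibitor wells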
# STEP block – inhibitors of human striatal-enriched phosphatase STEP | P54829 | recombinant STEP, OMFP fluorogenic substrate, fluorescence | inhibition, % at 20 µM | actives 0.25% (n = 360,000);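 active = inhibition at 20 µM, scaled per plate between control wells, above about 37%, limit read from the data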;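 also: 0% = DMSO with enzyme and substrate and 100% = substrate only without enzyme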
# Target sequence (P54829 whole entry, looked up): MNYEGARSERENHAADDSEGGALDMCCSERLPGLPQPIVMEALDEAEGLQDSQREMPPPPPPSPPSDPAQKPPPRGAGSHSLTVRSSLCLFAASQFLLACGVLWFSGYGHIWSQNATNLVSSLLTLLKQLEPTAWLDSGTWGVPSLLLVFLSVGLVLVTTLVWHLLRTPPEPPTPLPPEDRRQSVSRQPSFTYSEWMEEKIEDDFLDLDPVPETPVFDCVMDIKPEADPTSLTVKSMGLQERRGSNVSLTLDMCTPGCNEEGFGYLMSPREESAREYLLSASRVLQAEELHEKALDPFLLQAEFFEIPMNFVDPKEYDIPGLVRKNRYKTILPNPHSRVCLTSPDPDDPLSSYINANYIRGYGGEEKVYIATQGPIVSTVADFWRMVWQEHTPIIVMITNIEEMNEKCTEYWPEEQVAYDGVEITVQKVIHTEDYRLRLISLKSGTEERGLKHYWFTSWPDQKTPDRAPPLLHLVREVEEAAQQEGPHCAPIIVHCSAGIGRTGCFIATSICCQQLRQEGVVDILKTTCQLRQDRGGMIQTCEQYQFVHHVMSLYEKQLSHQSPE
#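 Measure: Control-normalized % inhibition with plate pattern correction | Test system: STEP phosphatase, cell-free reaction | Medium: pH 6.0 Bis-Tris with DTT and Tween 20 | Technique: Fluorescence, 480/540 nm | Times: Reaction 20 min, ambient temperature | Doses: Single compound dose of 20 µM, 1% DMSO final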
# Numbers without * were called inactive; i = inactive; . = not tested or not shown.
# Every second line gives: Scp-1 inhibitor, DNMT1 block, LMPTP block, TbMetRS inhib, CSN deneddyl inh, Rpn11 block, NadD inh, SUMO1-SIM PPI, MsrA inh, STEP block
> Cc1noc(C)c1S(=O)(=O)Nc1ccc2c(c1)C(=O)N([C@H](C)CO)C[C@H](C)[C@H](CN(C)S(=O)(=O)c1ccc(Cl)cc1)OCCCC[C@@H](C)O2
    ., -20, 0.8, -0.7, 0, i, 25, 7, 0.4, 1
> Cc1ccc(C(=O)NC(=S)Nc2ccc(N3CCOCC3)cc2)c(C)c1
    -2, -3, 0.6, -1.1, -1, i, 0, 2, 0.9, -1
> CC(CN(C)C)CN1c2ccccc2CCc2ccccc21 (centres undefined)
    -9, 2, -1.5, -0.7, -2, i, -5, 0, -0.7, -2
> O=C(CCN1C(=O)c2ccncc2C1=O)NCc1ccc(Cl)cc1
    -9, 2, -1.6, 0.4, 0, i, -1, -16, -0.5, -2
> CC(Sc1nnc2ccccn12)C(=O)NCc1ccc2c(c1)OCO2 (centres undefined)
    -5, -5, 0.4, 0.1, -5, i, -8, -3, 0.0, -2
> COc1ccc(S(=O)(=O)N/N=C\c2ccc([N+](=O)[O-])o2)c(OC)c1
    -4, 2, -0.7, 0.8, 2, i, 0, -27, 0.9, 2
> CC1CCC(NC(=O)c2ccc(CS(=O)(=O)Cc3ccccc3F)o2)CC1 (centres undefined)
    5, 1, 1.6, -0.5, -4, i, 5, 8, -0.1, 0
> O=C(NCc1cccc(Cl)c1)c1ccc(S(=O)(=O)N2CCCCC2)cc1
    ., 1, -0.3, 0.3, -2, i, -9, 4, -1.1, -1
> COc1cc(C(=O)NNC(=O)c2cc(=O)[nH]c3ccccc23)cc(OC)c1OC
    15, 0, -0.6, -0.2, -4, i, -5, -5, 2.6, -1
> COc1ccccc1N1CCN(C2CCCN(C(=O)c3ccoc3)C2)CC1 (centres undefined)
    9, 1, -3.0, 0.0, 0, i, -3, 0, 0.9, -3
> CCc1ccc(-n2nnnc2SCC(=O)Nc2ccc(NC(C)=O)cc2)cc1
    -2, -2, 0.1, -0.4, 3, i, -3, 0, -0.5, -1
> Cc1ccc(S(=O)(=O)N2C[C@H]3[C@H]4C(=O)N(c5ccccc5)C(=O)[C@H]4C[C@H](OC(=O)Nc4cccs4)[C@@]3(O)C2)cc1
    ., -4, 0.3, 0.5, 4, i, 3, 0, -1.3, -1
> CCN(CC)CCNC(=O)c1ccc(NC(=O)Cc2cccc3ccccc23)cc1
    -4, -6, 3.8, -0.3, 2, i, 3, -3, 1.7, 3
> CCOc1ccc(N(CC(=O)Nc2ccccc2OC)S(=O)(=O)c2ccccc2)cc1
    -16, -7, 2.8, -0.3, 5, i, -7, 4, -0.4, -2
> Cc1cccc(Oc2cc(NC(=O)Cn3cnc([N+](=O)[O-])n3)cc([N+](=O)[O-])c2)c1
    -18, -16, 3.6, 3.3, -3, i, 2, -23, 0.9, -1
> COc1ccccc1CNC(=O)COC(=O)C1CCN(S(=O)(=O)c2ccccc2)CC1
    -4, 0, 0.1, -0.3, -3, i, -3, 1, 0.3, -1
> COc1ccc(CC(=O)N2CCN(c3cccc(C)c3C)CC2)cc1
    -5, -3, 2.0, -2.5, -6, i, -8, -1, -1.1, 1
> O=C(c1ccoc1)N1CCC2(CC1)Oc1ccc(F)cc1C(=O)C21CC(c2ccc(Cl)cc2)=NO1 (centres undefined)
    -1, -2, 4.1, 0.0, 3, i, 20, 2, 1.5, 2
> CN(CCC#N)C(=O)c1cc2c(Cl)nc3ccccc3c2s1
    -12, 12, -1.3, -0.5, 0, i, -2, -5, -0.7, 1
> COc1ccc(C2=NN(C(=O)c3ccccc3)C(c3ccccc3)C2)c(O)c1 (centres undefined)
    -12, -5, 3.3, 0.4, -3, i, 1, -26, -0.1, 0
> O=C(O)CC/C(=N/NC(=O)CNC(=O)Cc1ccc(Cl)cc1)c1ccccc1
    -7, 0, -0.8, 1.0, 0, i, -7, -3, 0.1, -2
> Cc1ccsc1C=Nc1ccc(O)cc1
    -7, 89*, 33, 1.0, 29, i, 4, 68*, ., 23
> O=C(CSc1nc2ccccc2s1)NCc1ccc2c(c1)OCO2
    15, 3, -0.2, 0.0, -10, i, -10, 1, -1.3, -1
> COc1cccc(Nc2ncc(C#N)c(N)n2)c1
    -7, -1, -1.7, -0.9, -7, i, -2, 1, 0.7, 0
> COc1ccc(NC(=S)NC(=O)c2ccc(Br)o2)cc1
    -14, 0, 1.7, 0.1, 3, i, -4, 0, 1.3, -3
> CC(=O)c1cc2c(cc1NC(=O)C1CCC1)OCO2
    -1, -1, 0.2, -0.6, 2, i, -5, -13, 0.7, -1
> CC(=O)c1ccc(N2CCN(C(=O)Nc3ccc(C(C)C)cc3)CC2)cc1
    -15, -7, 0.1, -0.5, -2, i, -10, -2, 0.8, -2
> O=C(c1ccc(C#CC2(O)CCCCC2)cc1)N1CCN(Cc2ccccc2)CC1
    -2, -4, -0.7, -1.5, 1, i, -3, 2, 0.0, -3
> COc1cc2c(cc1OC)C(c1cccc(Br)c1)CC(=O)N2 (centres undefined)
    -12, -1, 0.5, 0.3, 5, i, 2, 2, -1.4, 0
> COc1ccccc1-c1nc2ccccc2nc1-c1ccccc1OC
    -14, -2, -1.2, -0.1, 0, i, -3, -5, 0.0, -3
> CC(=O)c1ccc(N2CCN(c3ccccc3O)CC2)c([N+](=O)[O-])c1
    -9, -6, 7.7, -0.3, -1, i, -1, -27, 2.2, 2
> CCn1cc(C(C)NC(=O)Nc2ccc3c(c2)OCO3)c(C)n1 (centres undefined)
    -8, 1, -0.1, -0.9, 1, i, -5, -2, -1.4, -2
> CCOC(=O)C1(CCOC)CCN(Cc2nc(-c3cccs3)oc2C)CC1
    0, 6, -0.1, -0.2, 4, i, 0, 0, 0.6, 0
> CN1CCN(C(=O)c2ccc3c(c2)N(Cc2ccc(Cl)cc2)C(=O)c2ccccc2S3=O)CC1 (centres undefined)
    7, 0, -0.7, -1.5, -3, i, -1, -5, 0.0, -3
> O=C(COC(=O)c1ccco1)NCCc1ccc(Cl)cc1
    -5, 3, -0.5, 0.1, 0, i, -5, 17, -0.9, 2
> CC(=O)Oc1ccc(/C=C(\NC(=O)c2ccco2)C(=O)NCc2ccco2)cc1
    6, 1, -0.3, 0.5, -3, i, -5, 2, -0.4, -2
> CCC(=O)c1ccc(O)c(CC=C(C)C)c1
    -2, -2, -0.4, -0.4, 5, i, -5, 4, -0.3, 6
> CCOc1ccccc1C1C(C#N)=C(N)Oc2n[nH]c(CC)c21 (centres undefined)
    -5, -9, -0.8, -1.0, 4, i, 0, 1, 0.9, 0
> Cc1ccnc(NC(=O)COc2ccccc2[N+](=O)[O-])c1
    ., 1, -0.5, -0.1, -3, i, -6, -9, 1.9, 0
> CCCC1CCC(=C(C#N)C(N)=O)CC1 (centres undefined)
    6, 1, -1.7, -0.5, 5, i, 3, 4, -0.7, -5
> Cc1ccc(NCc2cccnc2)c(Br)c1
    -1, 4, -0.9, -0.6, 2, i, -2, -1, -0.3, 1
> OC(CN1CCN(c2ccccn2)CC1)Cn1c2ccccc2c2ccccc21 (centres undefined)
    2, -10, 2.1, -0.7, 0, i, -9, -1, 1.2, 3
> Cc1noc(C)c1NC(=O)N(C)C[C@H]1Oc2c(NC(=O)Nc3ccccc3)cccc2C(=O)N([C@H](C)CO)C[C@@H]1C
    11, 2, -1.0, 0.1, -5, i, -2, 5, -0.5, -2
> CCOC(=O)c1cc2c(C)n(-c3ccc(C)cc3)c(C)c2ccc1=O
    5, -5, -0.8, -0.9, 2, i, 14, -26, 0.8, 2
> Cc1ccccc1-c1nc(CN2CCC(C(=O)NCCC3=CCCCC3)CC2)c(C)o1
    0, -6, -0.1, -0.5, -2, i, 3, -4, 1.8, -2
> COc1ccc(NC(=O)CN2C(=O)N(C)Cc3ccccc32)c(C)c1
    5, 4, -0.3, -0.5, -6, i, 6, 8, 0.4, -1
> Cc1cc(NC(=O)C2CCCN2C(=O)Nc2c(C)cccc2C)ccc1-n1cnnn1 (centres undefined)
    6, 3, -0.8, -0.4, -4, i, -7, -3, -0.3, 5
> O=c1c2ccccc2cnn1-c1nc2ccccc2[nH]1
    1, 0, 1.9, -6.6, -1, i, 7, 2, 2.7, -2
> Cc1c(NC(=O)c2ccccc2NS(=O)(=O)c2ccc(Br)cc2)c(=O)n(-c2ccccc2)n1C
    2, 0, -1.3, -0.1, 0, i, 6, 3, 0.3, 1
> Cc1cc(NC(=O)CSCc2ccccc2C)no1
    -1, -2, 0.0, -0.8, 1, i, -5, 3, -0.3, 2
> O=C(Cn1c(CO)nc2ccccc21)NCCc1ccc(F)cc1
    -1, 1, 5.1, 0.1, 1, i, -7, -1, -0.6, 3
> Cc1oc2c(c(C)cc3oc(=O)c(CC(=O)N[C@@H](C)C(=O)O)c(C)c32)c1C
    0, 1, 0.4, -0.1, -4, i, -1, 2, 1.6, -1
> CCCNc1nc2ccccc2n2c(C)nnc12
    -3, 4, -1.3, -0.9, 4, i, -9, 2, -0.8, -2
> C=CCNC(=O)c1sc(-c2ccccc2)nc1C
    4, -3, -0.2, -0.5, -8, i, -3, -2, -0.3, 1
> Cc1cnc2c(N)cc(C)c(C)c2c1
    ., -8, 1.3, -0.3, -4, i, 2, -10, 0.4, 1
> O=C1CCCN1CN(C(=O)c1ccccc1)c1ccc(F)cc1
    3, 1, -1.3, -1.4, -5, i, 0, -4, 0.6, 2
> COc1cc2c(cc1OC)CN(C(=O)/C=C/c1ccc([N+](=O)[O-])cc1)CC2
    -10, -2, 1.7, -0.1, -4, i, -6, -38, 0.9, -1
> CN(C)C=Nc1nonc1N
    -5, 3, 0.3, -0.2, -3, i, 0, -3, 0.2, -1
> CC(C)(C)C(=O)CN1C(=O)C2(OCCO2)c2ccccc21
    0, -2, -0.8, -1.8, 4, i, -2, 2, 1.1, -1
> O=C(Cn1ncc2c1-c1ccccc1OC2)Nc1nc2ccccc2s1
    -7, -4, 0.3, 2.5, -3, i, 5, 2, -0.4, 0

# Shown as a hit in DNMT1 block, of those listed so far:
SMILES,Scp-1 inhibitor,DNMT1 block,LMPTP block,TbMetRS inhib,CSN deneddyl inh,Rpn11 block,NadD inh,SUMO1-SIM PPI,MsrA inh
Cc1ccsc1C=Nc1ccc(O)cc1,-7,89*,33,1.0,29,i,4,68*,.
